Dicer inh = human Dicer pre-microRNA cleavage inhibition; Q9UPY3; cat-ELCCA pre-miR-21 Dicer processing, chemiluminescence; stronger effect = higher value; z-score at 25 µM; actives 6% (n = 47,000); AID 1347074; in the data active = z-score above about 3, passing the limit was not always enough;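 note: plate controls were vehicle for no effect and no enzyme for full effect; higher signal means more uncleaved substrate so more Dicer inhibition; strong numbers were not always called active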
Numbers without * were called inactive.

CCOC(=O)c1oc2nc(-c3ccccc3)cc(C)c2c1NC(=O)Nc1ccc(Cl)cc1
  Dicer inh: -1.5
O=C1C(c2cccc([N+](=O)[O-])c2)=C(O)c2ccccc21
  Dicer inh: -0.42
CCOc1ccc(C2C(C(=O)OC)=C(C)N=C3SCCC(=O)N32)cc1OC (configuration not stated)
  Dicer inh: -1.9
CCOC(=O)N/N=C/c1ccc(OC)c(O)c1
  Dicer inh: -2.1
Cc1ccc(C2N=C(N)Nc3nc4ccccc4n32)cc1 (configuration not stated)
  Dicer inh: 1.6
CC1CCCC(C)N1C(=O)c1nn2c(c1Cl)NC(c1cccs1)CC2C(F)(F)F (configuration not stated)
  Dicer inh: 0.24
CCOC(=O)c1cc(-c2ccccc2)sc1NC(=O)c1ccccc1
  Dicer inh: -1.2
CSc1nccc(-c2ccc(Cl)cc2)n1
  Dicer inh: 0.31
O=C(/C(=C\N1CCCC1)c1nnnn1-c1ccccc1)c1ccccc1
  Dicer inh: 2.4
NC(=O)N/C(CSCc1ccc(Cl)cc1)=N/O
  Dicer inh: -0.42

CC1(C)NC(=O)N(CC(O)COc2ccc3ccccc3c2)C1=O (configuration not stated)
  Dicer inh: -0.09
C=CCOC(=O)C1=C(C)NC2=C(C(=O)CC(C)(C)C2)C1c1cccc(OC)c1 (configuration not stated)
  Dicer inh: -0.33
CCOC(=O)n1c(=O)oc2ccc(S(=O)(=O)N3CCCCC3)cc21
  Dicer inh: -0.71
O=c1n(Cc2ccc(F)cc2)nc2n1-c1ccccc1OC2
  Dicer inh: -0.37
FC(F)(F)c1nc2ccccc2[nH]1
  Dicer inh: -0.31
CN1CCN(CN2C(=O)C3(OCCO3)c3ccccc32)CC1
  Dicer inh: -0.52
CC(=O)c1ccc(C#CCOC(=O)Nc2ccc(Cl)cc2)s1
  Dicer inh: 0.34
Cc1cccc(NS(=O)(=O)c2ccc3c4c(cccc24)C(=O)N3)c1C
  Dicer inh: -0.37
CCOc1ccc(N2C(=O)C3ON(c4ccccc4)C(c4cccs4)C3C2=O)cc1 (configuration not stated)
  Dicer inh: 1.8
CC(C)(C)c1ccc(C(=O)Oc2c(Cl)cncc2Cl)cc1
  Dicer inh: 0.22

Cn1c(CNC(=O)OC(C)(C)C)nnc1SCC(=O)Nc1ccccc1
  Dicer inh: 0.39
Cc1cc(-c2csc(=N)n2-c2cccc(C(F)(F)F)c2)ccc1Cl
  Dicer inh: -0.5
Nc1ccc(C(=O)O)c(O)c1
  Dicer inh: -0.28
COc1ccc(S(=O)(=O)n2cnc3cc(C)c(C)cc32)c2ccccc12
  Dicer inh: 9.2
Cc1ccc(-c2nc(-c3cc4ccccc4[nH]c3=O)no2)cc1
  Dicer inh: 0.16
Cc1cc(C)cc(N2CC(O)=C(c3nc4ccccc4c(=O)[nH]3)C2=N)c1
  Dicer inh: -0.06
CC(=O)n1c2ccccc2c2nc(C)sc21
  Dicer inh: -0.13
COc1ccc(S(=O)(=O)Nc2cccnc2)cc1
  Dicer inh: -0.53
C=CCN(CC=C)Cc1c(C)[nH]c2ccc(CC)cc2c1=O
  Dicer inh: 1.6
COCCCNC1=C(C#N)C(=O)NC(C2CC=CCC2)S1 (configuration not stated)
  Dicer inh: 2.3

CC(C)(C)NC(=O)c1ccc(-n2nc(C(F)(F)F)c3c2-c2ccoc2CC3)cc1
  Dicer inh: -0.78
Cc1nc(N/N=C/c2ccc([N+](=O)[O-])cc2)c2sc(=S)n(-c3ccccc3)c2n1
  Dicer inh: 2
O=S(=O)(Nc1ccc(F)cc1)c1cc(Cl)c(Cl)cc1Cl
  Dicer inh: -0.49
Cc1nnc(SC2CC(=O)N(c3cccc(Cl)c3C)C2=O)s1 (configuration not stated)
  Dicer inh: -0.18
O=C(c1ccc(Cl)cc1)C(C(=O)N1CCc2ccccc2C1)n1ccccc1=O (configuration not stated)
  Dicer inh: -0.68
CCOC(=O)c1sc2nc(N3CCOCC3)c3c(c2c1N)CC(C)(C)N(C)C3
  Dicer inh: -0.01
CCOc1cc(C2NC(C(=O)O)CS2)ccc1OCc1ccccc1Cl (configuration not stated)
  Dicer inh: 1.1
COc1cccc(C2Nc3ccccc3NC3=C2C(=O)CC(c2ccc(OC)c(OC)c2)C3)c1 (configuration not stated)
  Dicer inh: -0.54
CC1CCc2c(sc3ncnc(N4CCN(c5ccccc5)CC4)c23)C1 (configuration not stated)
  Dicer inh: -0.77
CCCSc1nnc2c(n1)OC(CC)=Nc1ccccc1-2
  Dicer inh: -1.1

O=C1CC(NC2CCN(S(=O)(=O)c3ccccc3)CC2)C(=O)N1c1ccc(F)cc1 (configuration not stated)
  Dicer inh: 0.33
O=C(Cn1cc(C(=O)c2ccco2)c2ccccc21)Nc1ccccc1F
  Dicer inh: 0.34
COC(=O)C1Cc2cc(OC)c(OC)cc2C(Cc2ccc(OC)c(OC)c2)=N1 (configuration not stated)
  Dicer inh: -6.8
Cc1nnc(Nc2ccc(Cl)cc2)s1
  Dicer inh: 2.8
CCCNC(=O)O/N=C(\N)c1cc(Cl)c(N)c(Cl)c1
  Dicer inh: -2.2
O=C1CC(c2cccs2)Cc2nc(NCCSc3ccc(Cl)cc3)ncc21 (configuration not stated)
  Dicer inh: 0.83
CCCOC(=O)C1=C(C)NC2=C(C(=O)CC(C)(C)C2)C1c1ccccc1Cl (configuration not stated)
  Dicer inh: -0.67
O=C(NCCS(=O)(=O)c1ccc(C(F)(F)F)cn1)c1ccc(Cl)cc1
  Dicer inh: -0.17
CCOC(=O)/C(C#N)=N/Nc1cc(-c2ccccc2)[nH]n1
  Dicer inh: -2.4
CCOC(=O)C1=C(C)NC(C(=O)OCC)CS1 (configuration not stated)
  Dicer inh: -0.98

O=C1CC(c2nc3ccccc3n2Cc2ccc(Cl)cc2)CN1c1ccccc1 (configuration not stated)
  Dicer inh: 5.9*
C=CCOc1cc(NC(C)=O)c(C(C)=O)cc1C(C)=O
  Dicer inh: -1.1
O=C(O)CC1(CC(=O)NCC2COc3ccccc3O2)CCCCC1 (configuration not stated)
  Dicer inh: -0.26
O=Nc1c(-c2c(O)[nH]c3ccccc23)[nH]c2ccccc12
  Dicer inh: -0.33
COc1ccc(CN=C(C)C2CCOC2=O)cc1 (configuration not stated)
  Dicer inh: -1.5
NC(=S)Nc1cc(C(F)(F)F)cc(C(F)(F)F)c1
  Dicer inh: 0.68
Cc1cc(Nc2ccc(F)cc2)nc(SCc2c(Cl)cccc2Cl)n1
  Dicer inh: 8.9
COc1ccc2cc(-c3ccn[nH]3)ccc2c1
  Dicer inh: -1.1
CSc1nc(C)nc(N/C=C(\C#N)C(=O)c2ccco2)n1
  Dicer inh: -0.44
O=[N+]([O-])c1cccnc1N1CCSCC1
  Dicer inh: -0.78

COc1ccc(C2Nc3c(C)cccc3-c3cc(C)nn32)cc1 (configuration not stated)
  Dicer inh: 0.76
Cc1ccc(C2C3=C(CC(c4ccco4)CC3=O)NC3=C2C(=O)c2ccccc23)cc1 (configuration not stated)
  Dicer inh: -1.3
Brc1ccc(-c2cnc(/C=C/C=C/N3CCOCC3)s2)cc1
  Dicer inh: -0.69
COc1ccc(Oc2ccc(C(F)(F)F)cc2NC(=O)c2ccc(C)c(C)c2)cc1
  Dicer inh: -1.5
Cc1nc(-c2ccccc2)sc1C(=O)NNS(=O)(=O)c1c(C)c(C)c(C)c(C)c1C
  Dicer inh: 1.2
CSc1cc(-c2ccncc2)nc(-c2ccc(Cl)cc2)c1
  Dicer inh: -0.31
CC(C)N(Cc1ccccc1)S(=O)(=O)c1cccs1
  Dicer inh: -1.7
O=C(Cn1c(=O)oc2cccnc21)c1ccc(Cl)cc1
  Dicer inh: -0.54
COc1cc(Cl)c(C(F)(F)F)cc1NC(=O)c1c(OC)cccc1OC
  Dicer inh: -0.05
O=C1/C(=C/c2ccccc2)N=C(c2ccccc2)N1/N=C/c1ccccc1
  Dicer inh: -0.8

NC(=O)C1CCN(C(=O)c2cnn3c(C(F)F)cc(-c4ccccc4)nc23)CC1
  Dicer inh: 0.97
O=C(c1cc2ccccc2o1)N1CC=C(c2ccccc2)CC1
  Dicer inh: 0.19
CN1CCN(CC(=O)N2c3ccccc3C=Cc3ccccc32)CC1
  Dicer inh: 7*
OC1(C(F)(F)F)CC(c2cccs2)=NO1 (configuration not stated)
  Dicer inh: 0.32
Cc1ccc(OC2=NS(=O)(=O)c3ccccc32)cc1
  Dicer inh: 0.25
O=C(O/N=C1\CCCc2[nH]c3ccccc3c21)c1c(Cl)cccc1Cl
  Dicer inh: 0.65
O=C(c1ccco1)N1CCc2ccccc21
  Dicer inh: -0.92
COc1ccccc1OCCC(=O)O
  Dicer inh: 2.7
CCOC(=O)CSc1nc(O)cc(=O)[nH]1
  Dicer inh: -3.2
O=[N+]([O-])c1ccc(C2Nc3ccc(F)cc3N2)s1 (configuration not stated)
  Dicer inh: -0.93

CSC(=CC(=O)C(C)(C)C)SC
  Dicer inh: 0.55
CCCCNC(=O)OCCSc1ccc(C#N)cc1[N+](=O)[O-]
  Dicer inh: 0.02
Cc1nn2c3c(cnc2c1-c1ccc(F)cc1)C(=O)CC(c1ccc(F)cc1)C3 (configuration not stated)
  Dicer inh: 0.07
COCCOC(=O)C1=C(C)Nc2nc3ccccc3n2C1c1ccncc1 (configuration not stated)
  Dicer inh: -0.54
O=S(=O)(N/N=C/c1ncc(C(F)(F)F)cc1Sc1ccc(Cl)cc1)c1ccccc1
  Dicer inh: -1.3
CCCCNC(=S)NNC(=O)CNC(=O)OC(C)(C)C
  Dicer inh: 2
CC1CCN(c2nc3ccccc3nc2SCC(=O)N2CCOCC2)CC1
  Dicer inh: 3.9*
CCCCCCCNCc1ccc(C)s1
  Dicer inh: 0.09
Cc1ccc(NC2=NC(c3ccc(F)cc3)n3c(nc(C)cc3=O)N2)cc1 (configuration not stated)
  Dicer inh: 0.73
COC(=O)C1=C(C)NC2=C(C(=O)CC(C)(C)C2)C1c1cnc[nH]1 (configuration not stated)
  Dicer inh: 0.44

NNC(=O)c1snnc1-c1ccccc1
  Dicer inh: -1.1
Clc1ccc(OCc2nc3c4c5c(sc4ncn3n2)CCCC5)cc1
  Dicer inh: 1.2
CSc1nc2c(cc1C#N)C(=O)CC(C)(C)C2
  Dicer inh: -0.5
CCOC(=O)c1c(NC(=O)COc2ccccc2)sc2c1CC(C)(C)OC2
  Dicer inh: 1
O=C(NCCNCC(O)COc1ccc(O)cc1)N1CCOCC1 (configuration not stated)
  Dicer inh: 103
CCC1SC2=NC(C)=C(C(=O)OCCOC)C(c3ccc(OCc4ccccc4)cc3)N2C1=O (configuration not stated)
  Dicer inh: 0.38
COc1ccc(-c2noc(COc3ccc(C)c(C)c3)n2)cc1OC
  Dicer inh: -1.1
Cc1ccc(OCc2nc(-c3ccccc3)no2)cc1C
  Dicer inh: 0.13
COc1cc(C2=NNC(=O)CC2)cc(OC)c1OC
  Dicer inh: -1.5
O=C1C(=O)N(CCCN2CCOCC2)C(c2cccnc2)/C1=C(\O)c1ccc(F)cc1 (configuration not stated)
  Dicer inh: 3.5*

Some of these compounds in order of number of heavy atoms, lowest first.
COc1ccc(S(=O)(=O)Nc2cccnc2)cc1
  Dicer inh: -0.53
CC1CCN(c2nc3ccccc3nc2SCC(=O)N2CCOCC2)CC1
  Dicer inh: 3.9*
Cc1nc(-c2ccccc2)sc1C(=O)NNS(=O)(=O)c1c(C)c(C)c(C)c(C)c1C
  Dicer inh: 1.2

Later entries
CC1=C(C(=O)OCC(C)C)C(c2coc3ccccc3c2=O)C2=C(CC(c3cccs3)CC2=O)N1 (configuration not stated)
  Dicer inh: 1.3
CC(C)(C)c1ccc(OCC(O)CN2CCOCC2)cc1 (configuration not stated)
  Dicer inh: 2.1
CC(C)(C)c1cc([N+](=O)[O-])c2cc(C(C)(C)C)cc([N+](=O)[O-])c2c1
  Dicer inh: 1.8
Cc1n(CC(O)COc2cccc(Cl)c2)c2ccccc2[n+]1C (configuration not stated)
  Dicer inh: -1.3
Cc1ccc(Cl)cc1N1C(=O)CC(C)(C)CC1=O
  Dicer inh: 7.2
CC(C)c1ccc(/C=N/NC(=O)N/N=C/c2ccc(C(C)C)cc2)cc1
  Dicer inh: -0.92
COc1ccc(-c2c(C(F)(F)F)oc3c(CN4CCCC4)c(O)ccc3c2=O)cc1OC
  Dicer inh: 0.79
C#CC1(NS(=O)(=O)c2ccc(Sc3ccc(Cl)cc3)c([N+](=O)[O-])c2)CCCCC1
  Dicer inh: 0
CSC1=NC=C(C#N)C2=NC(C)(c3cc(Cl)cc(Cl)c3)NN12 (configuration not stated)
  Dicer inh: -1.6
Cc1ccc(-c2cnc(-c3ccccc3)sc2=O)cc1
  Dicer inh: -0.64

Cc1ccc(-c2cc(C(F)(F)F)c(C#N)c(=S)[nH]2)cc1
  Dicer inh: -1
CC1CN(C(=S)Nc2ccc(S(=O)(=O)N3CCCCC3)cc2)CC(C)O1 (configuration not stated)
  Dicer inh: 5.3
COc1ccc(NC(=O)c2cnn3c2NC(c2cccs2)CC3C(F)(F)F)cc1OC (configuration not stated)
  Dicer inh: 1.4
OCc1nc2ccccc2n1CCOc1cccc(Cl)c1
  Dicer inh: -0.07
O=c1[nH]nc(SCc2cc(-c3c(Cl)cccc3Cl)no2)n1C1CCCCC1
  Dicer inh: 23
CC12CN(S(=O)(=O)c3ccccc3)CC(C)(CN(S(=O)(=O)c3ccccc3)C1)C2=O
  Dicer inh: 1.1
c1ccc(Sc2nc3ccccc3nc2Sc2ccccc2)cc1
  Dicer inh: -0.52
CN(C)c1ccc(/C=C(\C#N)c2ccc([N+](=O)[O-])cc2)cc1[N+](=O)[O-]
  Dicer inh: -0.29
CCOC(=O)Cc1csc(NC(=O)CSc2ccccn2)n1
  Dicer inh: 1.5
CCOC(=O)c1c(Nc2cccc(Cl)c2Cl)n[nH]c1C
  Dicer inh: 11

COc1cc(OC)cc(C(=O)Nc2nc3c(s2)Cc2cc(OC)ccc2-3)c1
  Dicer inh: -0.47
c1ccc(-c2csc(NN=C3Cc4ccccc4C3)n2)cc1
  Dicer inh: -2.8
CCOc1cccc(C2NC(=O)c3c(sc4c3CCN(C)C4)N2)c1O (configuration not stated)
  Dicer inh: 0.32
COc1ccccc1C1CCN(c2ncccc2[N+](=O)[O-])CC1
  Dicer inh: 0.32
CCOC(=O)C(C)Oc1ccc2c(=O)c(Oc3cc(C)cc(C)c3C)coc2c1 (configuration not stated)
  Dicer inh: 0.18
Cc1nc(-c2ccc(-c3nc(C)c(-c4ccccc4)o3)cc2)oc1-c1ccccc1
  Dicer inh: 0.32

A portion of the library; count on the stated rates, not on these rows.
